Screening data: PubChem, several laboratories
p-CIP stab down = p/CIP protein destabilization | Q05BA5 | F442A p/CIP-EGFP cells, EGFP fluorescence, 16 h | decrease of EGFP signal, % at 10 µM | 0.01% of 290,000 active | AID 1984;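 active = EGFP signal decrease of at least 30% at 10 µM or well 3 SD below plate mean, unless failing retest; inactive = the rest, including hits failing retest or dose response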; also: some compounds called inactive have numbers as strong as hits; many of its hits are not listed in these tables
Target sequence (Q05BA5 1-1403): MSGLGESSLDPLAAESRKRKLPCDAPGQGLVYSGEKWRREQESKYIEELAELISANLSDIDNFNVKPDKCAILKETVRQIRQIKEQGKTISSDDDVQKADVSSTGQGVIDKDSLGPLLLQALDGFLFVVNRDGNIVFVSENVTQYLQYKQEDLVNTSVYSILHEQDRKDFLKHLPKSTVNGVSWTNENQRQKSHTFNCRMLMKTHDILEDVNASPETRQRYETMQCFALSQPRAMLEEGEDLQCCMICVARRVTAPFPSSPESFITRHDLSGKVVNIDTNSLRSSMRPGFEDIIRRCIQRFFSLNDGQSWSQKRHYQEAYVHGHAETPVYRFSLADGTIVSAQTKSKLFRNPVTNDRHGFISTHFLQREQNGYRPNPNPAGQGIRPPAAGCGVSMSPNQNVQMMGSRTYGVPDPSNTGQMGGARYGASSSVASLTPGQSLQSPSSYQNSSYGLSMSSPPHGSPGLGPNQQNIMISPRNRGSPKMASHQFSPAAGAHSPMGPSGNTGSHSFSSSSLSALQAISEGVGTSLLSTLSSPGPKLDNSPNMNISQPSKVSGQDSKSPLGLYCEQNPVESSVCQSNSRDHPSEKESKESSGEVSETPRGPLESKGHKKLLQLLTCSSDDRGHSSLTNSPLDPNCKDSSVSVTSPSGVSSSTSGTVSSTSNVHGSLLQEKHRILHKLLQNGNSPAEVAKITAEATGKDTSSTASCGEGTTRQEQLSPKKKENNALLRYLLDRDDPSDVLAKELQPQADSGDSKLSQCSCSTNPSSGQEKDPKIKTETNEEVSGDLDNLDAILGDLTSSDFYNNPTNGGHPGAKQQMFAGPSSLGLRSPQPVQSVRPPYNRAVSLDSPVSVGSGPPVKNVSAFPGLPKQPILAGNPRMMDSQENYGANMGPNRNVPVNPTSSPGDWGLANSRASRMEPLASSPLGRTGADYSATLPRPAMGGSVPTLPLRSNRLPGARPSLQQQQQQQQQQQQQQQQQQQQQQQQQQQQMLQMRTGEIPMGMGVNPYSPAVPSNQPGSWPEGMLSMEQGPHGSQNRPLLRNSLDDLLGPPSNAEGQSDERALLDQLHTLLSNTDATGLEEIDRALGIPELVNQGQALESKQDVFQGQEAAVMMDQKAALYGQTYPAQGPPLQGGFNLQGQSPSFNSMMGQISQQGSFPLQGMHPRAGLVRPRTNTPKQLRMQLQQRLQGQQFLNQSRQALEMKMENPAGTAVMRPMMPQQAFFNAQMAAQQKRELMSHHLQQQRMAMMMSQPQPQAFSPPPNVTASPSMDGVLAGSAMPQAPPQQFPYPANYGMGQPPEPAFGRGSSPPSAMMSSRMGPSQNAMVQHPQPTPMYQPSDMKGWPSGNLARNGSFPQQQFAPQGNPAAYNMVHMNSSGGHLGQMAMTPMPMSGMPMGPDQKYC
CRFR2-BP antag = blocks CRF-induced signaling of the CRF-BP/CRF-R2 complex | 0.59% of 350,000 active | inhibition, % at 11.8 µM | AID 588475 | HEK293 CRF-R2/CRF-BP, CRF-induced calcium fluorescence;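 active = inhibition of the ligand-induced calcium signal above about 50% at the single tested concentration, limit read from the data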
GalR3 antag = antagonists of human GalR3. O60755. HEK293 GalR3-CNG cAMP membrane potential fluorescence; galR3 body fused to GalR1 C-terminus. inhibition, % at 3 µM. 0.44% of 360,000 active. AID 651719;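 active = inhibition above the screen-wide average plus 3 SD, cut at about 13% in these data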;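 also: forskolin and galanin both at EC90 stimulate the cells; cAMP rise reported by CNG channel membrane potential dye signal; 0% = forskolin plus galanin with DMSO and 100% = forskolin alone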
MEKK3 PB1 HTS = MEKK3-MEK5 PB1 interaction, increase or decrease; bead-based flow cytometry, Alexa488-MEK5 binding to MEKK3; actives lie on both sides; 0 = blocked by unlabeled MEK5, 100 = vehicle; binding response (% of control), % at 10 µM; 1.4% of 290,000 active;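 active = binding response more than 3 SD above or below the average of its plate-row segment, actives on both sides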;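 also: Alexa488 bead fluorescence after subtracting the streptavidin-only scavenger bead signal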
CRFBP-R2 agonist = agonists of human CRF-binding protein/CRF-R2 receptor complex; HEK293 CRF-R2/CRF-BP, calcium dye fluorescence (FLIPR); percent of saturating CRF peptide response; activation, % at 13.2 µM; 0.46% of 350,000 active; AID 588473;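 active = activation of at least 50%, plus an integration ratio under a set limit after plate pattern correction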;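 also: plate controls were neutral control wells without compound for no effect and CRF at EC100 for full effect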
IDE cell inh = cellular human IDE inhibition; HEK cells, FAbetaB cleavage, fluorescence polarization; 0.41% of 320,000 active; inhibition, % at 5.59 µM; AID 434962;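 active = percent inhibition above the average of all tested compounds plus 3 SD, set per screening campaign, cut at about 16% in these data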;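 also: IDE supplied by intact live HEK cells; FP after avidin binding of uncleaved biotin substrate so inhibition keeps polarization high; 0% = DMSO wells and 100% = 60 µM reference IDE inhibitor Ii1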
PHOSPHO1 block = inhibitors of human PHOSPHO1 phosphatase; Q8TCT1; recombinant PHOSPHO1, absorbance phosphatase assay; inhibition, % at 13.3 µM; 1.1% of 290,000 active; in the data active = inhibition above about 60%
IDE cell activ = IDE (human) activation, cell-based; HEK cells, FAbeta-B cleavage, fluorescence polarization; 0% vehicle, 100% cell-free pure enzyme wells; activation, % at 5.96 µM; 0.073% of 340,000 active; AID 493087;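 active = activation above the mean of all tested compounds plus 3 SD, set per screening campaign, cut at about 17% in these data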
M4 PAM = positive allosteric modulators of human muscarinic M4 receptor; activation, % at 3 µM; 0.4% of 360,000 active; P08173; CHO-K1 hM4/Gqi5, Fluo-8 calcium fluorescence, ACh EC20; 0% = ACh EC20, 100% = maximal ACh;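 active = activation above its plate's cutoff, the mean activation of sample wells plus 3 SD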; also: some results filed as inactive read as strong as hits
Active calls of the source: *; x = no result given. Rows were taken by chance. About 4.2% of those tested had a hit in this group.

SMILES | p-CIP stab down | CRFR2-BP antag | GalR3 antag | MEKK3 PB1 HTS | CRFBP-R2 agonist | IDE cell inh | PHOSPHO1 block | IDE cell activ | M4 PAM
C=CCNC(=O)/C(C#N)=C/c1ccccc1[N+](=O)[O-] | -6 | -16 | -3 | 98 | 12 | 5 | 6 | -7 | 8
O=C(NCC(=O)N(Cc1cccs1)C(C(=O)NC1CCCC1)c1cccnc1)c1ccco1 (stereo unspecified) | -2 | -31 | -1 | 108 | 1.7 | 0 | -8 | -3 | -2
CSCCC(NC(=O)C12CC3CC(CC(C3)C1)C2)C(=O)OCC(=O)c1ccc(C)cc1 (stereo unspecified) | 10 | 4 | -7 | 104 | 2.7 | -1 | -7 | 7 | 0
Cc1ccc2oc(=O)c3cnn(CC(=O)N4CCCCC4C)c3c2c1 (stereo unspecified) | -3 | -5 | x | 98 | 2.9 | 0 | 13 | 3 | 13
COc1ccc(CCC(=O)NNC(=O)Cn2nc(C)cc2C)cc1 | 3 | -9 | 0 | 102 | 0.9 | 5 | -12 | 6 | 6
CCCn1nnnc1NCc1ccc(N(C)C)cc1 | -2 | 8 | -12 | 97 | -1.4 | -1 | 41 | -6 | 0
Cc1cccc(/C=C/C(=O)c2ccc(NC3=NCCCS3)cc2)c1 | -17 | -5 | -3 | 100 | 0.2 | 5 | -4 | -1 | -11
O=C(NNC(=O)c1cnccc1C(F)(F)F)c1ccccc1 | -5 | 9 | 0 | 98 | 0.7 | 6 | -4 | 6 | -10
O=C(NCc1ccccc1)c1ccccc1NC(=O)C1CCCCC1 | -16 | -10 | -3 | 110 | -0.2 | -2 | 58 | 4 | -3
CCOC(=O)C1=C(c2ccccc2)NC(SCC(N)=O)=C(C#N)C1c1cccnc1 (stereo unspecified) | -11 | -5 | -1 | 101 | -0.6 | 2 | -15 | -1 | 7
Cc1ccc(NC(=O)CSc2nc(N)cc(N)n2)cc1S(=O)(=O)N1CCOCC1 | 12 | 5 | -4 | 103 | 2.9 | 9 | -2 | -1 | -2
O=C1CCCN1CCC(=O)N1CCCC(Nc2ccc(F)c(F)c2)C1 (stereo unspecified) | 16 | 17 | -4 | 101 | 8.6 | 5 | 28 | -1 | 1
COc1ccc(/C=N/NC(=O)c2ccc(N(C)S(=O)(=O)c3ccccc3)cc2)cc1 | 18 | 26 | -6 | 98 | 7.4 | 10 | -1 | -7 | -10
O=C(O)CNC(=O)c1ccc(Oc2c(F)c(F)c(Oc3ccc(C(=O)NCC(=O)O)cc3)c(F)c2F)cc1 | 1 | 16 | -6 | 103 | 1.2 | -4 | 11 | 0 | -3
CC(NC(=O)c1ccc(CS(=O)(=O)Cc2ccccc2F)o1)c1ccc2c(c1)OCCO2 (stereo unspecified) | -1 | -5 | 0 | 103 | -1.8 | 9 | -4 | 0 | -2
COc1ccc(S(=O)(=O)N(CC(=O)N2CCN(C)CC2)c2ccc(C)cc2)cc1Br | 2 | -12 | -5 | 100 | 0.4 | x | x | 2 | -3
CC(=O)NCCCc1nc2ccccc2n1Cc1ccccc1C | -4 | 7 | -4 | 103 | 0.6 | 4 | -15 | 1 | 10
CCc1nnc(NC(=O)c2cc(S(=O)(=O)N(C)c3ccc(OC)cc3)ccc2Cl)s1 | -10 | -33 | -1 | 98 | 0.4 | 3 | 43 | 4 | 2
O=C(COc1cccc(Cl)c1Cl)Nc1ccc2c(c1)CCC2 | -8 | -8 | -9 | 101 | 0.1 | 2 | 19 | -2 | 2
COC(=O)c1ccc(CSc2nc(N)cc(N)n2)cc1 | -8 | 16 | -5 | 101 | -0.4 | 4 | 3 | -9 | 5
COc1cccc(NC(=O)C2CCC(CNS(=O)(=O)c3cccs3)CC2)c1 (stereo unspecified) | 2 | -5 | -2 | 87 | -4.1 | -2 | -24 | 8 | -3
O=C(N=C1SC2CS(=O)(=O)CC2N1Cc1ccccc1)C1CC1 (stereo unspecified) | x | 14 | -4 | x | -0.7 | x | x | x | -1
C[C@@H]1ON(C)[C@H]2C[C@H]3c4[nH]c5ccc(-c6ccc7c(c6)OCO7)cc5c4CCN3C[C@@H]12 | x | -8 | -4 | x | 0.7 | x | x | x | -5
COc1ccc(NC(=S)Nc2ccccc2OC)c(OC)c1 | 10 | -12 | -3 | 97 | -0.3 | 0 | -13 | 3 | -5
COc1ccc(-c2noc(=O)n2Cc2cc(C)ccc2C)cc1 | -12 | 11 | -6 | 107 | 0.2 | 7 | 12 | -2 | 1

The closing 4 entries of the section above are carried over, then new ones follow.
SMILES | p-CIP stab down | CRFR2-BP antag | GalR3 antag | MEKK3 PB1 HTS | CRFBP-R2 agonist | IDE cell inh | PHOSPHO1 block | IDE cell activ | M4 PAM
O=C(N=C1SC2CS(=O)(=O)CC2N1Cc1ccccc1)C1CC1 (stereo unspecified) | x | 14 | -4 | x | -0.7 | x | x | x | -1
C[C@@H]1ON(C)[C@H]2C[C@H]3c4[nH]c5ccc(-c6ccc7c(c6)OCO7)cc5c4CCN3C[C@@H]12 | x | -8 | -4 | x | 0.7 | x | x | x | -5
COc1ccc(NC(=S)Nc2ccccc2OC)c(OC)c1 | 10 | -12 | -3 | 97 | -0.3 | 0 | -13 | 3 | -5
COc1ccc(-c2noc(=O)n2Cc2cc(C)ccc2C)cc1 | -12 | 11 | -6 | 107 | 0.2 | 7 | 12 | -2 | 1
COc1cc(CNc2nc3ccccc3n2Cc2ccccc2)ccc1O | x | -7 | -5 | x | -2.2 | x | x | x | -2
CCn1c2ccccc2c2cc(NC(=O)C(C)Oc3ccc(OC)cc3)ccc21 (stereo unspecified) | -2 | 29 | -3 | 108 | -0.7 | 3 | 48 | 2 | -2
O=C(COc1ccccc1)OCc1csc(Nc2ccccc2)n1 | -4 | 14 | -3 | 94 | -0.7 | -2 | -6 | 4 | -1
CN(C(=O)CSc1nnc(C2CC2)n1-c1ccccc1)C1CCS(=O)(=O)C1 (stereo unspecified) | x | 2 | -3 | x | -1.2 | -3 | x | 2 | 7
CS(=O)(=O)Nc1ccc(C(=O)NCCSc2ccc(Cl)cc2)cc1 | 3 | -14 | -11 | 105 | -0.6 | 5 | 9 | 5 | 1
O=C(COc1ccc(F)cc1)Nc1cc(S(=O)(=O)N2CCCCC2)ccc1N1CCCCC1 | x | -15 | -2 | x | 2.3 | 1 | x | 2 | -5
CCN(CC)S(=O)(=O)c1cccc(NC(=O)c2ccc(C#N)cc2)c1 | 3 | -11 | -2 | 108 | 0.0 | -9 | 43 | -2 | -5
COC(=O)Cn1nnc(N2CCOCC2)n1 | -7 | -6 | -4 | 108 | -0.2 | -2 | 55 | x | -7
COc1ccc(/C=C2\Sc3ccc(C(=O)NC4CC4)cc3N(C)C2=O)cc1OC | 7 | -3 | 6 | 102 | 0.5 | 7 | 24 | 2 | -2
Fc1ccc(NC(=S)Nc2cccnc2)c(Cl)c1 | 4 | -6 | -2 | 108 | -3.0 | 2 | -4 | 8 | 2
COCc1cc(=O)[nH]c(/N=C(\N)Nc2ccc(Cl)c(Cl)c2)n1 | -13 | -3 | -6 | 92 | 0.1 | -1 | -10 | x | -4
CC(C)c1ccc(COC(=O)CN2C(=O)NC3(CCCCC3C)C2=O)cc1 (stereo unspecified) | x | -19 | 5 | x | 0.8 | x | x | 5 | -8
CC(C)C(=O)Nc1c(C(=O)c2ccc(F)cc2)oc2ccccc12 | -8 | -21 | x | 106 | -3.9 | 1 | -4 | 6 | -3
CCOc1cc(CNc2ncnc3nc[nH]c23)ccc1OC | -26 | 29 | 4 | 107 | -1.1 | 2 | -26 | 3 | 0
COc1ccc(-n2ccnc2SCC(=O)c2c(N)n(C3CC3)c(=O)[nH]c2=O)cc1 | x | -1 | -8 | x | -1.3 | x | x | x | -4
CC1CCCCN1C(=O)CSc1nnc(-c2cccnc2)n1C1CCCCC1 (stereo unspecified) | -14 | 1 | -2 | 104 | -1.2 | 7 | -23 | -4 | 6
Cc1ccc2[nH]c3nc(N/N=C/c4cccc(O)c4)nnc3c2c1 | -6 | 1 | -10 | 101 | -3.1 | 2 | 20 | 2 | -2
COc1ccccc1N(CC(=O)Nc1ccc(C)cc1Cl)S(=O)(=O)c1cccs1 | x | -4 | -4 | x | 3.2 | 5 | x | 4 | -1
O=C(COC(=O)C1CCN(S(=O)(=O)c2cccc3cccnc23)CC1)c1ccccc1 | -6 | -15 | 6 | 100 | -0.8 | -5 | 6 | -4 | 0
COC(=O)c1ccc(CN2CCCC(C(=O)c3cc(F)ccc3OC)C2)cc1 (stereo unspecified) | -1 | -7 | -4 | 106 | -0.9 | 1 | 25 | 7 | -7
COC(=O)\C(C(C)=O)=C(/C=C/C=C/C=C/N(C)C)N(C)C | -15 | -12 | -1 | 97 | 3.8 | 6 | 28 | 2 | 9
Cc1ccc2c(CN3CCCCC3CCO)cc(=O)oc2c1 (stereo unspecified) | -1 | -1 | -9 | 100 | 5.7 | 7 | 9 | -4 | -2
Nc1cc(=O)nc(SCc2ccccc2)n1Cc1ccco1 | 0 | -6 | 3 | 105 | 0.9 | -4 | 10 | -2 | 23
CC1CCC(NC(=O)N(CCCl)N=O)CC1 (stereo unspecified) | x | -3 | x | 111 | 1.7 | 1 | x | 9 | 6
Cc1ccc(S(=O)(=O)c2c(C)cc(C)nc2Oc2cccc(C(F)(F)F)c2)cc1 | -19 | -1 | -5 | 91 | 5.0 | -1 | 24 | -1 | -2
O=C1CC(c2ccc(Cl)cc2)n2nc(NS(=O)(=O)c3ccc(F)cc3)nc2N1 (stereo unspecified) | 1 | 0 | 4 | 89 | 0.0 | 6 | 32 | 1 | 2
CN(C)CCC(=O)N1c2ccccc2Sc2ccc(Cl)cc21 | -4 | 6 | -5 | 102 | -1.1 | 1 | 41 | 9 | -24
O=C(C1CCN(S(=O)(=O)N2CCOCC2)CC1)N1CCN(c2ccccc2)CC1 | -9 | -2 | 0 | 103 | 0.3 | 4 | 46 | 1 | 9
O=C(CCc1nc(-c2ccccc2Cl)no1)NC1CCCCC1 | 5 | -1 | -7 | 96 | 0.1 | 3 | 37 | 3 | 0
COc1ccc([C@H]2CC(=O)C=C(c3ccc(C(=O)O)cc3)C2)cc1OC | x | 5 | -2 | x | -0.1 | 9 | x | 0 | 7

Whole records from above. Screens in order: p-CIP stab down, CRFR2-BP antag, GalR3 antag, MEKK3 PB1 HTS, CRFBP-R2 agonist, IDE cell inh, PHOSPHO1 block, IDE cell activ, M4 PAM
Fc1ccc(NC(=S)Nc2cccnc2)c(Cl)c1 across the screens: 4, -6, -2, 108, -3.0, 2, -4, 8, 2
COc1ccc(-n2ccnc2SCC(=O)c2c(N)n(C3CC3)c(=O)[nH]c2=O)cc1 across the screens: x, -1, -8, x, -1.3, x, x, x, -4
Nc1cc(=O)nc(SCc2ccccc2)n1Cc1ccco1 across the screens: 0, -6, 3, 105, 0.9, -4, 10, -2, 23
COC(=O)Cn1nnc(N2CCOCC2)n1 across the screens: -7, -6, -4, 108, -0.2, -2, 55, x, -7
Cc1ccc(S(=O)(=O)c2c(C)cc(C)nc2Oc2cccc(C(F)(F)F)c2)cc1 across the screens: -19, -1, -5, 91, 5.0, -1, 24, -1, -2
